DAX1 inh-1 – DAX1 (NR0B1) inhibitors on StAR promoter, primary screen, cell-based, luminescence, SF-1 (NR5A1), full-length DAX-1; hit rate 1.1% among 370,000; HEK293T StAR-luciferase reporter, SF-1/DAX-1 repression relief; inhibition, % at 6.8 µM; AID 652010, 2013;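 active means inhibition above the mean over all tested compounds plus 3 SD, cut at about 3.6% in these data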;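 further: 0% = DAX-1 cells with DMSO and 100% = cells lacking DAX-1 with DMSO; higher inhibition means more luminescence from relief of DAX-1 repression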
HGIII-sPLA2 inh – human group III sPLA2 inhibitors, primary screen, biochemical, QFRET, BODIPY PC-A2 liposome substrate. AID 743126, 2013. inhibition, % at 12.2 µM. QFRET BODIPY PC-A2 liposome hydrolysis, fluorescence. hit rate 0.56% among 370,000;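 active means inhibition above mean plus 3 SD of compounds lying within the high and low control bounds, cut at about 19% in these data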;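 further: 0% = median of test compound wells and 100% = no enzyme DMSO wells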
GC-B act – human GC-B receptor activators, primary screen, HEK293 GC-B cells, cGMP TR-FRET, EC30 CNP. Atrial natriuretic peptide receptor 2 (Homo sapiens), P20594. 0% at EC30 CNP, 100% saturating CNP. activation, % at 10 µM. hit rate 0.11% among 370,000. AID 1920062, 2024;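 active means activation at 10 µM reaching about 35% in either raw or pattern-adjusted values, limit read from the data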
Target sequence (P20594 whole entry, looked up): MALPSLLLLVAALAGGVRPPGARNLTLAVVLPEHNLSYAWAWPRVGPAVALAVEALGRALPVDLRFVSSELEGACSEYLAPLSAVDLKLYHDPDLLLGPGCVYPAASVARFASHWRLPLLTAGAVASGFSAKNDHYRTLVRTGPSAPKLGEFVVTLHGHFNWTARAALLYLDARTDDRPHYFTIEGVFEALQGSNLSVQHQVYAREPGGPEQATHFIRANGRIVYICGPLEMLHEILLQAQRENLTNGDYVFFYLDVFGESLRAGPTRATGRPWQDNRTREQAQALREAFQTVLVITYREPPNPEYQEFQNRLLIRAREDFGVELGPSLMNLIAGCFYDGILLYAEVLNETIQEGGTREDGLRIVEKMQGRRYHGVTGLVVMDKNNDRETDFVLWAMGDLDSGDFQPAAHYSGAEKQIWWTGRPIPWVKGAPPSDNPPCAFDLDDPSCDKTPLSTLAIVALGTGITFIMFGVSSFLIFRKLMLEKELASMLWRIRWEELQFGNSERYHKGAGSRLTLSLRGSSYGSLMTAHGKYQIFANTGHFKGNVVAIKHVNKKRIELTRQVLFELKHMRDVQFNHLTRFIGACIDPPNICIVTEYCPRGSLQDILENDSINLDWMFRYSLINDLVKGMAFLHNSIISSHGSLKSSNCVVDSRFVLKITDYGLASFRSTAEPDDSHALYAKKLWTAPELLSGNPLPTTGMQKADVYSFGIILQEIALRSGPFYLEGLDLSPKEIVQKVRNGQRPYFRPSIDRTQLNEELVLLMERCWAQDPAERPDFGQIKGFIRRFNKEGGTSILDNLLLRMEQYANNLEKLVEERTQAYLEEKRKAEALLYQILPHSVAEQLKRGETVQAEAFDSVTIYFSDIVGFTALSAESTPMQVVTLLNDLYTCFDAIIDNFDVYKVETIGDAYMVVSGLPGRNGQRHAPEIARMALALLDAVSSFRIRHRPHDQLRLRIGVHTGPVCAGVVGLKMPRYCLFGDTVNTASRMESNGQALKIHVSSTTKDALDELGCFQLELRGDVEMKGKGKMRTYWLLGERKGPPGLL
hcDAF12 agonist – H. contortus DAF-12 nuclear receptor activators, primary screen, cell-based, luminescence, HEK293, lit1-tk-luc reporter; HEK293 hcDAF-12 lit1-tk-luc reporter; 0% DMSO, 100% Δ7-dafachronic acid; activation, % at 6.8 µM; hit rate 1.4% among 370,000; AID 652067, 2013;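 active means activation above the mean of all tested compounds plus 3 SD, cut at about 5.5% in these data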;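 further: 100% = response to 3 µM Δ7-dafachronic acid high control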
proKLK7 act – proKLK7 zymogen activators, primary screen, biochemical, fluorescence intensity; AID 652039, 2013; hit rate 0.9% among 370,000; Kallikrein-7 (Homo sapiens), P49862; purified proKLK7, EDANS-DABCYL substrate fluorescence; 100% is mature enzyme control, 0% vehicle; activation, % at 7 µM;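 active means activation above the mean of all tested compounds plus 3 SD, computed per campaign excluding outliers beyond control limits, cut at about 13% in these data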
hgDAF-12 ag – H. glycines DAF-12 receptor agonists, primary screen, cell-based, luminescence, HEK293, GAL4 fusion, UAS-luciferase. HEK293 GAL4-hgDAF12 UAS-luciferase reporter, agonist luminescence; normalized to butyrate control. activation, % at 6.8 µM. hit rate 1.8% among 370,000. Nuclear hormone receptor DAF-12 (Heterodera glycines), GAL4 fusion. AID 687014, 2013;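 active means activation above a cutoff set at the mean of all screened compounds plus 3 SD, cut at about 10% in these data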;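 further: 0% = DMSO wells and 100% = sodium butyrate wells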
GAA850 FXN act – FXN promoter activators, primary screen, cell-based, luciferase luminescence, HEK293 lucGAA850 | hit rate 0.56% among 360,000 | HEK293 lucGAA850 FXN promoter luciferase reporter, 24 h; percent of 10 µM SAHA response | activation, % at 6 µM;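 active means activation above the average of all compounds screened plus 3 SD, cutoff fixed separately per campaign, cut at about 7.5% in these data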;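 further: 0% = DMSO wells and 100% = 10 µM SAHA wells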
GC-A act – GC-A stimulated cGMP production enhancers – HEK293 GC-A cells, cGMP TR-FRET, EC30 ANP, primary screen; activation, % at 10 µM; 0% at EC30 ANP, 100% saturating ANP; hit rate 0.14% among 370,000; in the data active means activation above about 40%
SMARCA2 activ – SMARCA2 (BRM) function activators, primary screen, cell-based, luminescence, high throughput. MG213 cells, MMTV-luciferase reporter, dexamethasone, overnight. activation, % at 9.1 µM. hit rate 1% among 370,000. AID 652017, 2013; in the data active means activation above about 7.8%;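 further: 0% = vehicle wells and 100% = reference activator wells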
DAX1 inh-2 – DAX1 (NR0B1) inhibitors, primary screen, cell-based, HEK293, Gal4-DAX1, luciferase luminescence; Nuclear receptor subfamily 0 group B member 1 (Homo sapiens), P51843; HEK293 Gal4-DAX1 luciferase reporter; inhibition, % at 6.75 µM; hit rate 0.99% among 340,000; AID 504766, 2011;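 active means inhibition above the mean over all tested compounds plus 3 SD, cut at about 4.2% in these data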;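 further: 0% = DAX1-transfected cells with DMSO and 100% = empty-vector control cells with DMSO; inhibition shows as a rise in luminescence from relieved DAX1 repression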
ssDAF-12 act – S. stercoralis DAF-12 nuclear receptor activators, primary screen, cell-based, luminescence, HEK293, GRIP1 co-expression, lit1-tk-luc | AID 652126, 2013 | HEK293 ssDAF-12/GRIP1 lit1-tk-luc reporter; % of 3 µM dafachronic acid response | hit rate 1% among 370,000 | activation, % at 6.8 µM;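 active means activation above the mean over all tested compounds plus 3 SD, cut at about 0.9% in these data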;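 further: 0% = DMSO-only wells and 100% = 3 µM delta7-dafachronic acid wells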
An asterisk follows results filed as active; . = not tested or not shown.

SMILES	DAX1 inh-1	HGIII-sPLA2 inh	GC-B act	hcDAF12 agonist	proKLK7 act	hgDAF-12 ag	GAA850 FXN act	GC-A act	SMARCA2 activ	DAX1 inh-2	ssDAF-12 act
O=C(c1cc(Br)cc(Br)c1)N1CCC(Oc2cccnc2)CC1	0.1	-3.1	-10.2	-0.6	0.3	-3.8	.	-0.7	-0.1	.	-1.4
CCOC(=O)C(C)Sc1nnc(Cc2cc(=O)[nH]c(=O)[nH]2)n1-c1cccc(OC)c1 (configuration not stated)	1.1	-23.5	6.3	1.9	0.4	-0.2	1.5	3.0	-0.5	3.8	-0.7
Cc1cccc(NCC(=O)N/N=C\c2cccn2C)c1	0.1	0.0	1.2	-1.1	0.3	0.8	0.5	-3.5	-4.0	0.3	-1.6
Cn1ncc2c(=O)n(CC(=O)NC34CC5CC(CC(C5)C3)C4)cnc21	0.4	5.5	6.5	-1.0	0.1	1.1	-0.7	0.8	0.5	-1.0	-0.6
Cc1ccc(OCc2nnc(NC(=O)c3ccco3)s2)c(C)c1	0.9	-4.6	-0.2	2.6	0.0	1.9	0.1	1.0	-2.1	0.2	-0.4
O=C1CC[C@@H](O)CCN1CC[C@H](Sc1ccccc1)c1ccccc1	0.2	2.3	-7.8	1.0	-0.2	2.2	-0.3	-3.6	0.1	-0.2	-0.7
Oc1ccc(C(=S)N2CCCCC2)cc1	0.2	7.6	0.7	-1.0	0.3	-1.5	4.5	-0.8	1.1	0.8	-1.1
O=C(NCCNC(=O)c1ccccc1Cl)c1ccco1	0.4	12.3	1.3	-1.3	0.1	-1.8	-0.6	1.8	-2.7	0.2	-0.7
COc1ccc(NC(=O)CCNC(=O)Cn2cnc3ccccc3c2=O)c(OC)c1	0.1	1.7	3.4	0.1	0.0	-1.1	-1.4	-2.9	-2.6	-0.3	-0.9
CCCCN(Cc1ccccc1)S(=O)(=O)c1c(N)n(C)c(=O)n(C)c1=O	-0.7	0.5	-0.8	-1.1	0.4	-2.5	-0.4	0.8	-1.8	0.5	-1.1
Nc1ccc(NC(=O)CCN2CCOCC2)cc1	-0.1	4.0	-3.9	-1.3	-0.6	3.2	1.0	-2.7	-0.6	-0.2	-1.1
COc1ccc(S(=O)(=O)N2CCCCC2)cc1NC(=O)c1cncc(Br)c1	1.3	-4.5	8.5	-1.5	-0.3	1.9	1.7	3.3	3.6	0.7	-0.9
CNC(=S)N1N=C(c2ccc(Br)cc2)CC1c1ccc(OC)cc1 (configuration not stated)	-1.0	9.9	1.7	-1.7	-0.6	-0.9	-0.5	1.4	-3.5	-0.9	-1.8
COc1ccc(CCNC(=O)CSc2n[nH]c(N)n2)cc1OC	0.2	4.7	0.3	-2.1	0.0	-1.9	0.9	5.9	0.0	-0.7	-1.1
O=C(CSc1ccc2nnc(-c3ccccn3)n2n1)NCC1CCCO1 (configuration not stated)	0.9	2.8	2.1	-0.6	0.5	0.8	-0.5	-3.1	-1.0	-0.8	-1.1
COC(=O)C1=C(C)N(CCCC(=O)O)C(=O)NC1c1cccs1 (configuration not stated)	0.1	4.3	-0.9	-1.9	-0.2	3.4	-1.1	1.8	-0.1	0.0	-0.9
Cc1ccc(/C=C/C(=O)Nc2ccccc2C(N)=O)cc1	4.4*	1.8	1.8	4.4	0.3	18.1*	4.2	4.3	4.7	-1.1	0.3
NC(=O)C(c1ccc(Cl)cc1Cl)c1ncc(C(F)(F)F)cc1Cl (configuration not stated)	-1.1	4.9	-11.0	-2.5	-0.2	-2.6	-2.5	-8.7	-2.4	1.2	-1.5
O=C(O)c1ccc(CSc2nnc(-c3ccccc3)n2-c2ccccc2)cc1	0.5	-0.8	2.1	-0.9	-0.2	-0.2	-0.8	2.5	-3.1	-0.7	-1.5
Cc1nn(-c2ccc(F)cc2)c(Cl)c1C(=O)N(C)CC(=O)Nc1cccc(F)c1	-4.4	-0.2	0.2	-3.5	-0.1	-5.1	0.7	1.1	-2.3	-2.1	-1.4
O=C(COc1ccccc1Cl)NCCNC(=O)c1ccccn1	-0.6	4.4	-0.7	0.1	-0.6	1.2	0.5	-1.1	-3.5	1.7	-0.7
Cc1ccc(C(=O)c2c[nH]c(C(=O)NCCCN3CCOCC3)c2)cc1	-0.9	5.8	0.0	-0.1	0.3	-0.2	-0.9	-3.3	-1.8	0.3	-1.2
CCC(CC)NC(=O)C1CC(=O)N(CCc2ccc(F)cc2)C1 (configuration not stated)	0.1	-1.6	8.6	0.6	-1.0	0.3	0.0	-0.1	-1.1	1.4	-0.5
O=C(CCCOc1ccc(Cl)cc1Cl)Nc1ncccn1	0.5	-3.5	-0.8	-0.4	-0.1	0.9	-0.8	17.4	1.1	0.8	-0.7
Clc1cccc(-c2nc3c4ccccc4ccn3c2Cc2ccccc2)c1	0.4	-3.5	-2.1	5.0	-12.7	1.8	.	4.4	-0.9	.	0.8
Additional entries:
SMILES	DAX1 inh-1	HGIII-sPLA2 inh	GC-B act	hcDAF12 agonist	proKLK7 act	hgDAF-12 ag	GAA850 FXN act	GC-A act	SMARCA2 activ	DAX1 inh-2	ssDAF-12 act
Cc1ccc(NC(=O)CS(=O)CC(=O)Nc2cnc3ccccc3c2)cc1Cl (configuration not stated)	0.2	-5.0	-7.3	-1.9	-0.1	1.3	0.6	-2.8	-0.3	-1.2	-1.0
O=C(OCc1cn(Cc2ccc(F)c(F)c2)nn1)N1CCCC1	-0.3	2.4	4.3	-0.4	-0.3	-3.3	.	2.5	0.7	.	-0.2
COc1ccc(CN2CCNC(=O)C2CC(=O)NCCCC2CCCC2)c(F)c1 (configuration not stated)	-0.3	0.8	0.6	-0.1	0.7	-0.1	-0.7	1.5	-2.0	-0.2	-1.0
COC(=O)[C@H](C)NC(=O)NCc1ccccc1F	-0.4	-1.8	-1.9	3.6	-0.4	-0.5	9.4*	2.5	0.4	-1.1	-0.5
CCC(C)C(NC(=O)c1ccccc1NC(=O)c1ccc(OC)cc1)C(=O)NCCCn1ccnc1 (configuration not stated)	-0.2	-7.7	2.9	-1.8	-0.2	2.2	1.4	-0.1	1.4	-0.4	0.3
COC(=O)C(Cc1c[nH]c2ccccc12)NC(=O)c1cccs1 (configuration not stated)	0.6	-50.4	8.3	0.3	0.5	4.1	0.0	1.6	1.5	2.4	-0.7
COc1ccccc1NC(=O)CSc1nnc(-c2ccoc2C)o1	1.8	-2.7	-3.1	-1.4	-0.3	1.8	2.3	-1.4	4.7	-0.3	-0.1
O=S(=O)(CS(=O)(=O)Oc1ccccc1)Oc1ccccc1	-0.6	-7.6	-3.0	-0.5	0.0	3.2	0.7	0.4	-1.9	0.9	-1.1
CC(CNC(=O)c1ccco1)NC(=O)c1ccco1 (configuration not stated)	0.5	3.5	1.3	-0.2	-0.8	2.3	0.3	-0.4	-2.8	2.4	-0.4
COc1ccc(N2CCN(C(=S)Nc3ccccc3)CC2)cc1	-0.1	7.1	0.6	-2.2	-0.3	-2.8	0.5	1.5	-3.0	0.2	-1.4
COc1cc(Cl)c(S(=O)(=O)NCc2ccccn2)cc1Cl	-0.1	3.2	-4.0	-1.9	0.4	1.0	0.2	-0.6	4.2	-0.4	-1.5
O=C1CCCCC1(CCc1ccncc1)CCc1ccncc1	-1.4	-5.8	-2.0	-0.7	-0.5	-3.4	0.0	-3.0	-2.4	-1.0	-1.8
COc1cc(C2NC(=O)N(C)C(C)=C2C(=O)OCc2ccccc2)cc(Br)c1O (configuration not stated)	-0.5	-17.4	-10.6	-1.9	0.0	-1.6	1.7	-28.1	-0.9	-1.6	-0.7
Cn1c(CCN2CCN(c3ccccn3)CC2)nc2cc(NS(=O)(=O)c3ccc(F)cc3)ccc21	-1.7	-8.2	-0.6	-2.7	-8.3	-3.2	0.0	-2.2	-6.3	0.3	-1.3
Cc1ccccc1C(=O)N1CCC[C@@H]1C(=O)N1CCC[C@H]1C(=O)NCc1ccncc1	1.2	14.4	0.1	2.2	0.3	-0.7	.	4.1	-4.3	.	-0.7
Cc1cc(C)c(C(CC(=O)c2cccs2)C(C#N)C#N)c(C)c1 (configuration not stated)	0.8	-4.7	-7.6	-0.1	0.5	2.8	9.0*	-15.7	5.6	-1.1	-1.0
CCOc1ccc(NC(=O)CC2C(=O)NCCN2C(=O)c2ccc(Cl)cc2)cc1 (configuration not stated)	-1.3	-1.8	-1.3	0.0	0.0	-0.8	-0.2	-1.8	-2.4	1.2	-1.4
CCc1cc2cc(C)cc(C)c2nc1Cl	-0.1	8.6	0.5	-1.6	0.2	-1.5	-1.2	-9.1	-5.7	1.3	-1.1
CCn1c(SCC(=O)N2CCN(c3ccc(Cl)cc3)CC2)nc2ccccc2c1=O	-0.2	8.2	0.4	-1.2	-0.2	-1.0	0.4	-1.3	-1.8	-0.7	-0.3
Cc1cc(/C=C2\SC(=S)N(C)C2=O)c(C)n1-c1ccccc1O	-2.7	-12.0	-1.4	-4.0	-0.5	-2.6	-3.2	-2.2	-7.2	0.1	-2.4
COc1ccc(C(C[N+](=O)[O-])c2c(C)[nH]n(-c3ccccc3)c2=O)cc1 (configuration not stated)	-0.5	11.1	-0.4	2.7	-0.7	-0.2	0.9	11.4	-1.2	0.2	-1.1
CC(NC(=S)Nc1cccc(F)c1)C(c1cccs1)N1CCOCC1 (configuration not stated)	-0.1	9.1	1.4	0.7	-0.4	-1.4	1.6	2.6	-0.5	-1.6	-1.0
COC(=O)[C@@]1(Sc2ccc(C)cc2)CC(=O)N(c2ccc(Cl)cc2)[C@@H]1c1ccccc1	0.1	-0.2	6.0	1.6	0.2	0.3	.	-2.7	0.7	.	-1.0
COc1ccc(/C=C/C(=O)NC(=S)NCc2ccccc2)cc1OC	-0.1	2.1	-0.8	0.0	-1.2	-0.8	3.1	-4.7	0.8	1.0	-0.6
COc1ccc(/C=C/CN2CCCC(C(=O)c3ccc(OC)c(F)c3)C2)cc1 (configuration not stated)	-0.5	-11.9	-10.5	0.3	-0.5	-2.5	0.9	-1.4	-1.7	0.9	-1.4
CCOC1=CC(=O)OC(c2ccccc2)C1 (configuration not stated)	-0.8	2.0	-2.8	-1.7	0.8	-0.2	-2.1	-2.0	-2.4	1.2	-1.1
CCOC(=O)N1CCC(NC(=O)c2cc3cc4cc(OC)ccc4nc3o2)CC1	0.4	1.2	8.2	-1.1	-12.4	5.2	-2.9	20.7	-0.6	-0.7	-1.0

Assay outcomes deposited in PubChem BioAssay by several laboratories.

Rows are unselected; overall some 6.7% were active at least once.
